From PubChem
Sm TGR inh = S. mansoni TGR enzyme inhibition. Q962Y6. Potency, µM (series often up to 114 µM), without a hit: top-dose activity change, negative = inhibition, hits mostly inhibitors. actives 3% (n = 360,000). AID 485364. purified TGR, DTNB reduction, TNB absorbance 405 nm; also: potency is read from the fitted curve at half-maximal effect; nearly all actives have a fitted effect of over 60% in size
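TGR 20 nM + NADPH 100 uM (dispensed conc.), cpd preinc 15 min RT; start with NADPH (500 uM addition) then DTNB (15 mM addition). Kinetic TNB absorbance, 405 nm filter. Four-parameter Hill fit across titration.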
HCMV antiviral = inhibitors of human cytomegalovirus; HFF cells, HCMV-luciferase reporter, 72 h; stronger effect = lower value; activity change, negative = inhibition, % at 57.5 µM; actives 4.5% (n = 410,000); AID 1259415; in the data active = activity change below about -60%; inconclusive = no clear call, values can overlap the other calls; inactive = above about -39%
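Steps: HFFs plated, 16 h 37C; compounds added; HCMV-luciferase added to MOI 1 PFU/cell; 72 h 37C; OneGlo reagent, 5 min room temperature; luminescence read, normalized to controls.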
HCV inhibitor = inhibitors of hepatitis C virus infection; Huh7.5.1 HCVcc-Cre infection, luciferase reporter, 44 h; Potency, µM (series often up to 41.8 µM), without a hit: top-dose activity change, negative = inhibition, actives largely listed as inhibitors; actives 3.4% (n = 340,000); AID 651820; also: potency is read from the fitted curve at half-maximal effect
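1,000 cells/well; 4 h culture; + compound; + HCVcc-Cre (~0.5 moi); 44 h; luciferase substrate, RT 15 min; read 15 sec.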
AmpC detergent = inhibitors of E. coli AmpC beta-lactamase with detergent. actives 0.041% (n = 370,000). P00811. Potency, µM (highest dose often 114 µM), inactives show top-dose activity change, negative = inhibition, actives largely listed as inhibitors. AmpC hydrolysis of nitrocefin, absorbance 480 nm, 0.01% Triton;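 also: potency is read from the fitted curve at half-maximal effect; 0% = no-compound wells and -100% = no-enzyme wells; nearly all actives have a fitted effect of over 25% in size; some results filed as inactive show a strong effect at the top dose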
Target sequence (P00811 whole entry, looked up): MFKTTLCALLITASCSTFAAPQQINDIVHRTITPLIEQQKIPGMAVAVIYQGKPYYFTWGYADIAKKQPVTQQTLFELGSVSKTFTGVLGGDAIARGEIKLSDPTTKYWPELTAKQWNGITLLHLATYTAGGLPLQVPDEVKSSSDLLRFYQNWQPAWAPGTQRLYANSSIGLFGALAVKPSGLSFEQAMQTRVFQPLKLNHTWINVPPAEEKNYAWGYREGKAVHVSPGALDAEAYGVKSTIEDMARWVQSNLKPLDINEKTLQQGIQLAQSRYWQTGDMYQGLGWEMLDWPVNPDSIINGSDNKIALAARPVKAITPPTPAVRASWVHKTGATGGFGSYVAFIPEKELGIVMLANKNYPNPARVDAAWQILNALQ
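AmpC (5.3 nM in the dispensed reagent) in 20 mM phosphate pH 7.0 with 0.01% (detergent screen) or 0.0001% Triton X-100 was preincubated with compounds for 15 min at room temperature. Nitrocefin was then added from an 800 uM solution, and hydrolysis was followed at 480 nm.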
Giardia FBPA inh = Giardia lamblia aldolase inhibition; A8B2U2; purified Giardia FBPA; Potency, µM (highest dose often 59.6 µM), without a hit: top-dose activity, negative = inhibition, hits mostly inhibitors; actives 0.71% (n = 290,000); also: potency is read from the fitted curve at half-maximal effect; nearly all actives have a fitted effect of over 55% in size
Target sequence (A8B2U2 whole entry, looked up): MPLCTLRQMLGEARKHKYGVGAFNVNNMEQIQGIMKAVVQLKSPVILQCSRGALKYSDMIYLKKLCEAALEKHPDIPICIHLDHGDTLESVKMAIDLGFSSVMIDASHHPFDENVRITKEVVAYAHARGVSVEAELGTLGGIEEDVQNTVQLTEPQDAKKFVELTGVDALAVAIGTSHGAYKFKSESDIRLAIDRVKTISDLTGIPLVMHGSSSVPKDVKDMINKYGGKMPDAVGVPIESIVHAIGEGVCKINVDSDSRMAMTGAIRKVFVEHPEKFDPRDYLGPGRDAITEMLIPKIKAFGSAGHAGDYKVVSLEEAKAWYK
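Giardia FBPA (40 nM reagent) was preincubated 10 min at RT with compound (up to 57.5 uM final), then substrate plus GAPDH/TPI/NAD/arsenate coupling system with diaphorase/resazurin was added; resorufin fluorescence (525/598 nm) was read after 20 min.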
AmpC no deterg = blocks E. coli AmpC beta-lactamase in detergent-free assay; P00811; AmpC nitrocefin hydrolysis, absorbance 480 nm, 0.0001% Triton; Potency, µM (highest dose often 57.1 µM), for the others: at the top dose activity change, negative = inhibition, usual class: inhibitors; actives 0.52% (n = 330,000);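 also: potency is read from the fitted curve at half-maximal effect; plate controls were no compound for no effect and no enzyme for full effect; nearly all actives have a fitted effect of over 20% in size; some results filed as inactive show a strong effect at the top dose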
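20 mM phosphate pH 7.0 + 0.01% (detergent screen) or 0.0001% Triton X-100; 5.3 nM AmpC reagent; cpd preinc 15 min RT; nitrocefin (800 uM stock) to start; A480 q20 s × 4 min; Activity was normalised to no-enzyme and no-compound control wells.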
An asterisk follows results filed as active; [ ] = remark or other dose. Unless noted, calls follow the shape of the dose curve; as a rule, active = well fitted curve in the direction sought with a large enough effect; inconclusive = small, poorly fitted or top-dose-only effect, or another doubt; inactive = no such curve, though single readings can be large; an effect the other way counts as inactive or inconclusive. Unless noted, % is scaled to controls: 0 for no effect and ±100 for the full control effect.

Results for COc1ccc2cc(S(=O)(=O)N3CCCC(C)C3)ccc2c1 (stereo unspecified) ?
Sm TGR inh: 8%; HCMV antiviral: -39; HCV inhibitor: -6%; AmpC detergent: -3%; Giardia FBPA inh: -10%; AmpC no deterg: -14%

What do the screens show for `COc1ccc(OCC(O)CNS(=O)(=O)c2cccs2)cc1` (stereo unspecified)?
Sm TGR inh: 1%; HCMV antiviral: 11; HCV inhibitor: -5%; AmpC detergent: -14%; Giardia FBPA inh: -2%; AmpC no deterg: -13%

How did COc1cc(OC)cc(C(=O)NC(=S)N(Cc2ccccc2)C(C)C)c1 do in these assays?
Sm TGR inh: inconclusive; HCMV antiviral: -20; HCV inhibitor: 8%; AmpC detergent: -9%; Giardia FBPA inh: 21%; AmpC no deterg: -19%

Results for CC1CCCCN1c1nnc(NC(=O)c2cc(-c3ccc(Br)cc3)on2)s1 (stereo unspecified) ?
Sm TGR inh: 4%; HCMV antiviral: -6; HCV inhibitor: -7%; AmpC detergent: inconclusive; Giardia FBPA inh: 20%; AmpC no deterg: 40µM*

How did O=C(CNCc1ccco1)Nc1cc(S(=O)(=O)N2CCOCC2)ccc1N1CCOCC1 do in these assays?
HCMV antiviral: -14; HCV inhibitor: 19%; AmpC no deterg: 23%

Results for COc1ccc(S(=O)(=O)N(CC(=O)N2CCCC2)Cc2ccccc2)cc1 ?
Sm TGR inh: 9%; HCMV antiviral: inconclusive; HCV inhibitor: 16%; AmpC detergent: 0%; Giardia FBPA inh: 1%; AmpC no deterg: 59%

How did CCOC(=O)C1CCN(C(=O)CN(c2cc(Cl)ccc2OC)S(=O)(=O)c2ccccc2)CC1 do in these assays?
Sm TGR inh: -11%; HCMV antiviral: 13; HCV inhibitor: 15%; AmpC detergent: -4%; AmpC no deterg: 130%[activator]

What do the screens show for `C=C(C)C(=O)N1CC2(CC(c3cccc(NC(=O)CC)c3)=NO2)C[C@H]1C(N)=O` (stereo partly specified)?
Sm TGR inh: inconclusive; HCV inhibitor: 9%; AmpC detergent: 1%; Giardia FBPA inh: -3%; AmpC no deterg: -15%

How did CCOC(=O)CNC(=O)N1CCCC(C(=O)c2cc(C)c(OC)c(C)c2)C1 (stereo unspecified) do in these assays?
Sm TGR inh: -14%; HCMV antiviral: 29; HCV inhibitor: 24%; AmpC detergent: -17%; Giardia FBPA inh: 13%; AmpC no deterg: 30%

What do the screens show for `CCC(=O)N1N=C(c2cccs2)CC1c1ccc(C)cc1` (stereo unspecified)?
Sm TGR inh: -16%; HCMV antiviral: 21; HCV inhibitor: -15%; AmpC detergent: -4%; Giardia FBPA inh: -6%; AmpC no deterg: -9%

How did COc1ccc2oc(=O)c(-c3ccccc3C(=O)N3CCOCC3)cc2c1 do in these assays?
Sm TGR inh: -10%; HCMV antiviral: 24; HCV inhibitor: 6%; AmpC detergent: inconclusive; Giardia FBPA inh: -13%; AmpC no deterg: -15%

What do the screens show for `COc1cc2c(cc1OC)CN(CC(=O)Nc1ccc(C)cc1)CC2`?
Sm TGR inh: 8%; HCMV antiviral: -32; HCV inhibitor: -2%; AmpC detergent: 3%; Giardia FBPA inh: -24%; AmpC no deterg: 37%

What do the screens show for `O=C(NCCc1c[nH]c2ccccc12)/C(=C/c1cccnc1)NC(=O)c1ccccc1`?
Sm TGR inh: 7%; HCMV antiviral: inconclusive; HCV inhibitor: -7%; AmpC detergent: 4%; Giardia FBPA inh: 1%; AmpC no deterg: -12%

Results for COC(=O)N/N=C\c1ccc(-c2cc(Cl)c(Cl)cc2Cl)o1 ?
Sm TGR inh: -11%; HCMV antiviral: -23; HCV inhibitor: -16%; AmpC detergent: -8%; Giardia FBPA inh: 7%; AmpC no deterg: -25%

What do the screens show for `O=C(O)C1C2C=CC(C2)C1C(=O)Nc1ccc(Cl)c(Cl)c1` (stereo unspecified)?
Sm TGR inh: 3%; HCMV antiviral: 35; HCV inhibitor: 11%; AmpC detergent: 1%; Giardia FBPA inh: -5%; AmpC no deterg: -9%

Next part, starting with the last 2 of the part before.
Results for COC(=O)N/N=C\c1ccc(-c2cc(Cl)c(Cl)cc2Cl)o1 ?
Sm TGR inh: -11%; HCMV antiviral: -23; HCV inhibitor: -16%; AmpC detergent: -8%; Giardia FBPA inh: 7%; AmpC no deterg: -25%

What do the screens show for `O=C(O)C1C2C=CC(C2)C1C(=O)Nc1ccc(Cl)c(Cl)c1` (stereo unspecified)?
Sm TGR inh: 3%; HCMV antiviral: 35; HCV inhibitor: 11%; AmpC detergent: 1%; Giardia FBPA inh: -5%; AmpC no deterg: -9%

What do the screens show for `Cc1cc(C)n(-c2ccc([N+](=O)[O-])cc2-c2nn[nH]n2)n1`?
Sm TGR inh: 1%; HCMV antiviral: 21; HCV inhibitor: -4%; AmpC detergent: -11%; Giardia FBPA inh: inconclusive; AmpC no deterg: -26%

Results for O=C(Nc1ccc(F)cc1)C1CCN(S(=O)(=O)c2ccc3[nH]c(=O)oc3c2)CC1 ?
Sm TGR inh: -26%; HCMV antiviral: -37; HCV inhibitor: 14%; AmpC detergent: -7%; AmpC no deterg: -46%

How did Cc1ccc(Nc2ccc(C(N)=O)cc2[N+](=O)[O-])cc1 do in these assays?
Sm TGR inh: -8%; HCMV antiviral: 10; HCV inhibitor: 13%; AmpC detergent: inconclusive; Giardia FBPA inh: 5%; AmpC no deterg: -26%

What do the screens show for `COc1cccc(OCC(O)CN2CCN(CCO)CC2)c1` (stereo unspecified)?
Sm TGR inh: 3%; HCMV antiviral: 9; HCV inhibitor: 13%; AmpC detergent: -12%; Giardia FBPA inh: -27%; AmpC no deterg: -3%

How did CNC(=O)CSc1nnc(-c2ccco2)n1-c1cc(C)ccc1C do in these assays?
Sm TGR inh: -5%; HCMV antiviral: 56; HCV inhibitor: 5%; AmpC detergent: 8%; Giardia FBPA inh: 7%; AmpC no deterg: 16%

How did CN(C)CCNc1nc(-c2ccccc2)nnc1C(F)(F)F do in these assays?
Sm TGR inh: 11%; HCMV antiviral: -4; HCV inhibitor: 7%; AmpC detergent: 0%; Giardia FBPA inh: 0%; AmpC no deterg: -14%

What do the screens show for `COC(=O)c1ccc(C2NC(=O)c3c(sc(C)c3C)N2)cc1` (stereo unspecified)?
Sm TGR inh: -18%; HCMV antiviral: -39; HCV inhibitor: -1%; AmpC detergent: -1%; Giardia FBPA inh: -5%; AmpC no deterg: -40%

What do the screens show for `COc1ccc(-c2nsc3c(N4CCCCC4)ncnc23)cc1`?
Sm TGR inh: 0%; HCMV antiviral: -83*; HCV inhibitor: -16%; AmpC detergent: -5%; Giardia FBPA inh: -1%; AmpC no deterg: 53%[activator]

Results for O=S(=O)(NC1CCCC1)c1cccc(-c2nnc(-c3ccccc3)o2)c1 ?
Sm TGR inh: 0%; HCV inhibitor: inconclusive; AmpC detergent: -5%; Giardia FBPA inh: 0%; AmpC no deterg: -35%

What do the screens show for `O=C(Cn1c(=O)oc2ccccc21)N1CCCCC1`?
Sm TGR inh: 1%; HCMV antiviral: 15; HCV inhibitor: 1%; AmpC detergent: -3%; Giardia FBPA inh: 9%; AmpC no deterg: -3%

How did Cc1cc(OCC(=O)NNC(=O)c2cccnc2)cc(C)c1Cl do in these assays?
Sm TGR inh: 1%; HCMV antiviral: -10; HCV inhibitor: 13%; AmpC detergent: -5%; AmpC no deterg: 4%

What do the screens show for `O=C(NC1CCCCC1)c1cc(N2C(=O)CCC2=O)ccc1Cl`?
Sm TGR inh: -22%; HCMV antiviral: inconclusive; HCV inhibitor: 1%; AmpC detergent: inconclusive; Giardia FBPA inh: -7%; AmpC no deterg: -18%

What do the screens show for `COc1ccc(-n2ccnc(NCc3ccc(C)cc3)c2=O)cc1OC`?
Sm TGR inh: 6%; HCMV antiviral: 0; AmpC detergent: 6%

How did Cc1ccc(C(=O)N2CCCC(C(=O)Nc3cccc(-c4ccc(F)cc4)c3)C2)cn1 (stereo unspecified) do in these assays?
Sm TGR inh: -3%; HCMV antiviral: inconclusive; HCV inhibitor: inconclusive; AmpC detergent: inconclusive; Giardia FBPA inh: 0%; AmpC no deterg: 118%[activator]

Results for CC(=O)c1cc(Cl)ccc1OC(=O)c1ccco1 ?
Sm TGR inh: -15%; HCMV antiviral: 5; HCV inhibitor: 3%; AmpC detergent: -1%; Giardia FBPA inh: -1%; AmpC no deterg: -14%

How did CSCC(=O)N1CCCC(N2CCN(c3cccc(C(F)(F)F)c3)CC2)C1 (stereo unspecified) do in these assays?
Sm TGR inh: -33%; HCMV antiviral: 86; HCV inhibitor: -6%; AmpC detergent: 5%; Giardia FBPA inh: -3%; AmpC no deterg: 98%[activator]

What do the screens show for `CN(C(=O)COC(=O)c1nc(Cl)ccc1Cl)C1CCS(=O)(=O)C1` (stereo unspecified)?
Sm TGR inh: -2%; HCMV antiviral: -7; HCV inhibitor: -7%; AmpC detergent: 4%; AmpC no deterg: -17%

How did CCOc1ccc(-c2nnn(CC(=O)Nc3cc(OC)ccc3OC)n2)cc1OCC do in these assays?
Sm TGR inh: 4%; HCMV antiviral: 52; HCV inhibitor: 7%; AmpC detergent: 2%; Giardia FBPA inh: 3%; AmpC no deterg: 5%

How did CC(=O)NC1=NN(C(C)=O)C(c2ccco2)S1 (stereo unspecified) do in these assays?
Sm TGR inh: -9%; HCMV antiviral: 29; HCV inhibitor: 5%; AmpC detergent: 3%; Giardia FBPA inh: 0%; AmpC no deterg: -14%

Results for O=c1[nH]n(-c2cccc3cccnc23)c(=O)c2ccccc12 ?
Sm TGR inh: -25%; HCMV antiviral: 44; HCV inhibitor: 6%; AmpC detergent: -6%; Giardia FBPA inh: -5%; AmpC no deterg: -16%

Results for CCCCNC(=S)N(Cc1c(C)noc1C)c1ccccc1 ?
Sm TGR inh: 2%; HCMV antiviral: 134; HCV inhibitor: inconclusive; AmpC detergent: 1%; Giardia FBPA inh: 8%; AmpC no deterg: -1%

Four structures from above, ordered by length of the SMILES, high to low.
What do the screens show for `CN(C(=O)COC(=O)c1nc(Cl)ccc1Cl)C1CCS(=O)(=O)C1` (stereo unspecified)?
Sm TGR inh: -2%; HCMV antiviral: -7; HCV inhibitor: -7%; AmpC detergent: 4%; AmpC no deterg: -17%

Results for CCCCNC(=S)N(Cc1c(C)noc1C)c1ccccc1 ?
Sm TGR inh: 2%; HCMV antiviral: 134; HCV inhibitor: inconclusive; AmpC detergent: 1%; Giardia FBPA inh: 8%; AmpC no deterg: -1%

How did CC(=O)NC1=NN(C(C)=O)C(c2ccco2)S1 (stereo unspecified) do in these assays?
Sm TGR inh: -9%; HCMV antiviral: 29; HCV inhibitor: 5%; AmpC detergent: 3%; Giardia FBPA inh: 0%; AmpC no deterg: -14%

Results for CC(=O)c1cc(Cl)ccc1OC(=O)c1ccco1 ?
Sm TGR inh: -15%; HCMV antiviral: 5; HCV inhibitor: 3%; AmpC detergent: -1%; Giardia FBPA inh: -1%; AmpC no deterg: -14%
